# CRFR2-BP antag: antagonists of CRF-BP/CRF-R2 complex, primary screen, cell-based, HEK293, calcium dye fluorescence, uHTS; CRF-induced calcium fluorescence; inhibition, % at 11.8 µM; 350,000 tested, 0.59% active; AID 588475, 2011;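 active means inhibition of the ligand-induced calcium signal above about 50% at the single tested concentration, limit read from the data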
# M5 PAM: human M5 muscarinic receptor positive allosteric modulators, primary screen, CHO-K1 cells, Fluo-8 calcium fluorescence. AID 624038, 2012. 360,000 tested, 0.3% active. CHO-K1 hM5, ACh EC20 PAM; 0% = ACh EC20, 100% = ACh EC100. activation, % at 3 µM;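 active means activation above the run cutoff, the mean activation of all test compounds plus 3 SD, cut at about 18% in these data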
# Target sequence (P08912 whole entry, looked up): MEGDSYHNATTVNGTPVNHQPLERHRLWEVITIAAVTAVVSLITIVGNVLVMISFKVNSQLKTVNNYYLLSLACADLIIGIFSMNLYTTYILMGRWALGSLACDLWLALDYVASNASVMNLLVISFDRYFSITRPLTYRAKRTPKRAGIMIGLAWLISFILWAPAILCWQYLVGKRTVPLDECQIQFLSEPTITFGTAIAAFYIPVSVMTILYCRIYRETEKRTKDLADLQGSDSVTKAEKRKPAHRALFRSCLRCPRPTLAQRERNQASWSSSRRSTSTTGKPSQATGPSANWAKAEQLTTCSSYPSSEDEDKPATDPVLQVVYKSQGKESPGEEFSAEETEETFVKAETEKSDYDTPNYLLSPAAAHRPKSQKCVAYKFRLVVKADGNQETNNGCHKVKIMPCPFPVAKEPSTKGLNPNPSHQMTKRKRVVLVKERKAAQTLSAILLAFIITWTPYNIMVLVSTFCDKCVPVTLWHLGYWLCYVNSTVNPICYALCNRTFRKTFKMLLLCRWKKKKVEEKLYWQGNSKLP
#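 Assay system: CHO-K1 hM5 cells. Also added: acetylcholine at EC20 concentration, added after compound. Dosing: 3 µM, single dose. Times: compound preincubation 140 s before EC20 acetylcholine addition. Signal: Fluo-8 calcium fluorescence. Measure: % activation relative to EC20 and EC100 ACh responses. Repeats: singlicate, one well per test compound.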
# M5 antag: human M5 muscarinic receptor antagonists, primary screen, CHO cells, Fluo-8 calcium fluorescence; inhibition, % at 3 µM; Muscarinic acetylcholine receptor M5 (Homo sapiens), P08912; CHO-hM5 cells, ACh EC80; 360,000 tested, 0.59% active;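 active means inhibition above a per-plate cutoff, the mean of that plate's test compounds plus 3 SD, cut at about 27% in these data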;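 further: 0% = acetylcholine EC80 with DMSO and 100% = DMSO without agonist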
# M4 PAM: human M4 muscarinic receptor positive allosteric modulators, primary screen, CHO-K1 cells, Fluo-8 calcium fluorescence. CHO-K1 hM4/Gqi5, ACh EC20; 0% = ACh EC20, 100% = maximal ACh. activation, % at 3 µM. 360,000 tested, 0.4% active;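 active means activation above its plate's cutoff, the mean activation of sample wells plus 3 SD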; further: some results filed as inactive read as strong as hits
# Target sequence (P08173 whole entry, looked up): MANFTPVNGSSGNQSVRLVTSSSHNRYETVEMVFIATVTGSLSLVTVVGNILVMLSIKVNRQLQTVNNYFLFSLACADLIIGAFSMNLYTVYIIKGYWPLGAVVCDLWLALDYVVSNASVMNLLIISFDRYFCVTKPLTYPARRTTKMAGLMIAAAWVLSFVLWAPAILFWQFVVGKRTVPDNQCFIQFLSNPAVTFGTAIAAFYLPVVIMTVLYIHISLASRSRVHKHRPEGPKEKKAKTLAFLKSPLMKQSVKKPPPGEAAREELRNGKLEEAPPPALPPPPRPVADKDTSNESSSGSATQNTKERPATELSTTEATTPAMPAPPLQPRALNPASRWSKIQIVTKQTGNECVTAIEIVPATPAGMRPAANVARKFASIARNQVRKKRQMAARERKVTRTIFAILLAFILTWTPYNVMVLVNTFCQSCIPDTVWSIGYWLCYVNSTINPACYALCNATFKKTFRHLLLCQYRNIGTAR
# CHRM5 agonist: human M5 muscarinic receptor agonists, primary screen, CHO-K1 cells, Fluo-8 calcium fluorescence. Muscarinic acetylcholine receptor M5 (Homo sapiens), P08912. CHO-K1 hM5 cells; 0% DMSO wells, 100% maximal acetylcholine response. activation, % at 3 µM. 360,000 tested, 0.19% active;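 active means activation above the run's mean over test compounds plus 3 SD, cut at about 23% in these data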;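 further: signal is peak over basal fluorescence ratio across the kinetic read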
# CHRM4 agonist: human M4 muscarinic receptor agonists, primary screen, CHO-K1 cells, Fluo-8 calcium fluorescence | activation, % at 3 µM | AID 624127, 2012 | CHO-K1 hM4/Gqi5; vehicle 0%, full acetylcholine response 100% | 360,000 tested, 0.14% active | Muscarinic acetylcholine receptor M4 (Homo sapiens), P08173;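 active means activation above the run mean over all test wells plus 3 SD, cut at about 32% in these data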;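 further: peak over basal fluorescence ratio per well then scaled between controls; 0% = DMSO wells and 100% = acetylcholine at EC100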
# CRFBP-R2 agonist: agonists of CRF-BP/CRF-R2 complex, primary screen, cell-based, HEK293, calcium dye fluorescence, uHTS. CRF-binding protein / CRF receptor 2 complex (human). calcium dye fluorescence (FLIPR); percent of saturating CRF peptide response. activation, % at 13.2 µM. 350,000 tested, 0.46% active;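 active means activation of at least 50%, plus an integration ratio under a set limit after plate pattern correction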;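 further: plate controls were neutral control wells without compound for no effect and CRF at EC100 for full effect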
# M4 antag: human M4 muscarinic receptor antagonists, primary screen, CHO cells, Fluo-8 calcium fluorescence | CHO-hM4 cells, ACh EC80 | 360,000 tested, 0.73% active | AID 624125, 2012 | inhibition, % at 3 µM | Muscarinic acetylcholine receptor M4 (Homo sapiens), P08173;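 active means inhibition above its plate's cutoff, the mean inhibition of sample wells plus 3 SD, cut at about 27% in these data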;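 further: 0% = acetylcholine EC80 with DMSO and 100% = DMSO without agonist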
# IDE cell inh: human IDE inhibitors in live cells, primary screen, fluorescence polarization, HEK cells, FAbetaB substrate | inhibition, % at 5.59 µM | AID 434962, 2010 | 320,000 tested, 0.41% active | FAbetaB cleavage | Insulin-degrading enzyme (Homo sapiens), P14735;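 active means percent inhibition above the average of all tested compounds plus 3 SD, set per screening campaign, cut at about 16% in these data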;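 further: IDE supplied by intact live HEK cells; FP after avidin binding of uncleaved biotin substrate so inhibition keeps polarization high; 0% = DMSO wells and 100% = 60 µM reference IDE inhibitor Ii1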
# An asterisk follows results filed as active; · = not tested or not shown.
M4 antag,IDE cell inh,CRFR2-BP antag,CHRM4 agonist,CHRM5 agonist,M5 antag,CRFBP-R2 agonist,smiles,M4 PAM,M5 PAM
1,1,4,1,-3,2,-0.8,N#CCC(=O)Nc1ccc(C(=O)Nc2cccnc2)cc1,3,3
2,2,5,-1,1,6,-1.1,Cc1nc2ccccc2c(=O)n1NC(=O)Nc1ccccc1,4,0
-5,3,-1,0,3,4,0.6,O=C(Nc1ccc(S(=O)(=O)Nc2nccs2)cc1)c1ccccc1OC(F)F,8,4
-19,·,·,2,1,-11,·,CC(C)N(C)c1ncnc2c1ncn2[C@H]1CN(Cc2ccco2)C[C@@H](CO)O1,6,1
5,4,5,0,-3,9,0.9,CC(=O)Nc1ccc(Nc2nnc(-c3ccc(C)c(S(N)(=O)=O)c3)c3ccccc23)cc1,2,-2
1,0,-26,1,-3,-9,4.2,Cc1cccc(C)c1NS(=O)(=O)c1ccc(OCCNS(C)(=O)=O)cc1,-3,-6
5,-2,2,0,1,6,-0.9,Cc1ccc(/C=C/S(=O)(=O)NCC(=O)OCC(=O)Nc2ccc(C(=O)N(C)C)cc2)cc1,6,-1
-7,-1,4,4,0,7,2.5,COc1ccc(NS(=O)(=O)c2ccc3oc(Nc4ccc5c(c4)OCCO5)nc3c2)cc1,-6,-7
-12,-1,3,0,0,-9,-0.7,CCN(CC)CCN(CC(=O)Nc1c(C)cc(C)cc1C)C(=O)c1ccccc1,-3,15
4,4,-2,2,-5,-1,0.1,CCC(C(=O)Nc1cccnc1)n1c(=O)[nH]c2ccccc2c1=O (stereo unspecified),4,4
5,·,14,2,6,-7,0.5,COc1cc2c(cc1OC)C(c1ccc([N+](=O)[O-])cc1)N(C(C)=O)CC2 (stereo unspecified),-4,-2
5,-3,3,0,-1,-2,0.1,Cc1ccc(CSc2nc3sc(C)c(C)c3c(=O)n2Cc2ccco2)cc1,0,0
2,3,5,0,4,12,-0.4,COc1ccccc1NS(=O)(=O)c1ccc(Cl)c(NC(=O)c2sc3cc(Cl)ccc3c2Cl)c1,-5,0
-9,·,·,12,2,9,·,COc1cc(C(=O)N2CCCCC2c2cc(C(=O)N3CCOCC3)no2)cc(OC)c1C (stereo unspecified),-5,-5
2,11,-10,1,0,2,0.4,CCOC(=O)N1CCN(CC(O)COc2ccc(OC)cc2C(C)(C)C)CC1 (stereo unspecified),-2,-4
-4,1,15,-2,-2,-1,0.6,O=C(NN1C(=O)c2ccccc2C1=O)C1C2CCCCC21 (stereo unspecified),2,-4
4,-6,1,4,-8,18,-1.3,O=C(CSc1ccc2c(c1)OCCO2)Nc1ccc(Br)cn1,-3,-4
-6,5,-18,12,12,4,-0.4,CC1Nc2ncnc(N3CCN(c4ccccc4)CC3)c2N(Cc2ccc(Br)cc2)C1=O (stereo unspecified),2,5
0,7,11,2,-2,3,-1.9,Cc1nn(CC(=O)Nc2ccccn2)c(=O)c2ccccc12,2,4
-1,4,-19,0,-1,6,1.6,Cc1nn(Cc2c(Cl)cccc2Cl)c(C)c1N,1,2
-8,-2,-1,3,-6,-5,0.6,COc1ccc(-c2[nH]ncc2CNCCCSC)cc1F,-1,0
-2,-3,12,5,-3,26,0.2,CC(OC(=O)c1cccc(S(=O)(=O)N2CCCC2)c1)C(=O)c1ccccc1 (stereo unspecified),3,-11
5,6,1,7,1,10,-0.2,CCOCCCNC(=O)C1(O)c2ccccc2NC(=O)N1c1ccc(Cl)cc1 (stereo unspecified),-6,-5
2,-1,-11,0,-1,6,0.8,O=C(NC1CCCCC1)C1CCN(c2nccs2)CC1,-5,-7
-1,8,-9,0,0,-5,-1.2,S=C(c1ccc(-c2cc(Cl)ccc2Cl)o1)N1CCCCC1,-2,0
1,3,-4,0,1,-9,-0.7,O=C(/C=C/c1ccco1)NCc1ccco1,0,7
2,5,22,-2,-5,15,-0.9,CCc1ccc(OCCCOc2ccc(C=O)cc2)cc1,9,-4
0,-6,-2,6,0,-2,-0.5,Cc1ccc(S(=O)(=O)CCC(=O)OCC(=O)c2ccc(C)c(C)c2)cc1,-14,-7
-5,-4,16,3,-7,6,-2.2,CN(C)c1ccc(/C=C/C(=O)c2ccc(O)cc2)cc1[N+](=O)[O-],-14,-5
0,5,-16,2,2,0,0.1,O=C1CN(C(=O)/C=C/c2ccc(Cl)cc2)c2ccccc2N1,1,5

# Some of the entries so far, tab-delimited.
Molecule	M4 antag	IDE cell inh	CRFR2-BP antag	CHRM4 agonist	CHRM5 agonist	M5 antag	CRFBP-R2 agonist	M4 PAM	M5 PAM
N#CCC(=O)Nc1ccc(C(=O)Nc2cccnc2)cc1	1	1	4	1	-3	2	-0.8	3	3
Cc1nc2ccccc2c(=O)n1NC(=O)Nc1ccccc1	2	2	5	-1	1	6	-1.1	4	0
O=C(Nc1ccc(S(=O)(=O)Nc2nccs2)cc1)c1ccccc1OC(F)F	-5	3	-1	0	3	4	0.6	8	4
CC(C)N(C)c1ncnc2c1ncn2[C@H]1CN(Cc2ccco2)C[C@@H](CO)O1	-19	·	·	2	1	-11	·	6	1
CC(=O)Nc1ccc(Nc2nnc(-c3ccc(C)c(S(N)(=O)=O)c3)c3ccccc23)cc1	5	4	5	0	-3	9	0.9	2	-2
Cc1cccc(C)c1NS(=O)(=O)c1ccc(OCCNS(C)(=O)=O)cc1	1	0	-26	1	-3	-9	4.2	-3	-6
Cc1ccc(/C=C/S(=O)(=O)NCC(=O)OCC(=O)Nc2ccc(C(=O)N(C)C)cc2)cc1	5	-2	2	0	1	6	-0.9	6	-1
COc1ccc(NS(=O)(=O)c2ccc3oc(Nc4ccc5c(c4)OCCO5)nc3c2)cc1	-7	-1	4	4	0	7	2.5	-6	-7
CCN(CC)CCN(CC(=O)Nc1c(C)cc(C)cc1C)C(=O)c1ccccc1	-12	-1	3	0	0	-9	-0.7	-3	15
CCC(C(=O)Nc1cccnc1)n1c(=O)[nH]c2ccccc2c1=O (stereo unspecified)	4	4	-2	2	-5	-1	0.1	4	4
COc1cc2c(cc1OC)C(c1ccc([N+](=O)[O-])cc1)N(C(C)=O)CC2 (stereo unspecified)	5	·	14	2	6	-7	0.5	-4	-2
Cc1ccc(CSc2nc3sc(C)c(C)c3c(=O)n2Cc2ccco2)cc1	5	-3	3	0	-1	-2	0.1	0	0
COc1ccccc1NS(=O)(=O)c1ccc(Cl)c(NC(=O)c2sc3cc(Cl)ccc3c2Cl)c1	2	3	5	0	4	12	-0.4	-5	0
COc1cc(C(=O)N2CCCCC2c2cc(C(=O)N3CCOCC3)no2)cc(OC)c1C (stereo unspecified)	-9	·	·	12	2	9	·	-5	-5
CCOC(=O)N1CCN(CC(O)COc2ccc(OC)cc2C(C)(C)C)CC1 (stereo unspecified)	2	11	-10	1	0	2	0.4	-2	-4

# More structures.
M4 antag,IDE cell inh,CRFR2-BP antag,CHRM4 agonist,CHRM5 agonist,M5 antag,CRFBP-R2 agonist,smiles,M4 PAM,M5 PAM
10,-4,-6,3,0,10,2.3,COc1ccc(/C=C/C(=O)c2cc3cccc(OC)c3oc2=O)cc1,-7,2
-5,1,-18,1,-8,-3,-1.4,Cc1ccc(S(=O)(=O)NC2CCCCC2)c2nsnc12,-1,-3
0,6,2,2,-1,2,0.7,CCOc1ccc(CNC(=O)Cn2ccc3cc(S(=O)(=O)N4CCCCCC4)ccc32)cc1,2,-1
-3,2,9,4,0,3,3.5,CN(Cc1ccccn1)Cc1nc(-c2ccc(Cl)cc2)no1,13,4
3,0,-6,2,0,7,-1.0,CC(C)c1ccc(C(=O)Nc2nnc(S(=O)(=O)N3CCCCC3)s2)cc1,-5,4
6,4,-18,0,1,-4,-0.3,CC(=O)Nc1cc(C)c(S(C)(=O)=O)c(C)c1,5,0
4,1,-13,2,1,9,1.2,Cc1ccc(-c2cc(C(=O)NC3CCCC3)no2)cc1,-6,-6
2,2,-5,0,-1,-1,-1.4,Cc1cccc(C(=O)N(c2ccccn2)C(C)c2ccco2)c1 (stereo unspecified),5,6
3,-1,46,1,1,14,-1.5,COc1ccc(N2CCN(C(=O)c3sc4ncn(CC(=O)N5CCCCC5)c(=O)c4c3C)CC2)cc1,-8,-8
-7,-4,-1,1,-1,-5,-0.8,NC(=O)C1CCN(C(=O)CN(c2cccc(C(F)(F)F)c2)S(=O)(=O)c2ccccc2)CC1,17,3
-10,·,-15,13,3,5,2.7,CC1C(=O)N(Cc2cn(CC3CCCCC3)nn2)CCS(=O)(=O)N1Cc1ccc(-c2ccncc2)cc1 (stereo unspecified),-7,-12
6,0,16,1,-2,8,-2.4,O=C(Nc1cccc(C(=O)O)c1)/C(=C\c1ccco1)NC(=O)c1ccccc1,-2,-4
0,5,-11,9,1,12,-0.1,CC(=O)c1cccc(NC(=O)NCCc2ccc(Cl)cc2)c1,16*,-2
1,-1,-44,2,-7,20,0.2,CC(C)c1ccc(/C=N/NC(=O)c2nnn(-c3nonc3N)c2CN2CCOCC2)cc1,3,-5
7,-1,-22,6,3,2,-0.1,Cc1cccc(-c2nc3ccccc3c(=O)n2NC(=O)Cc2ccc(Cl)cc2)c1,0,-2
-6,·,24,0,4,11,-0.3,CC(=O)C1=C(O)C(CSCc2ccccc2)N(C)C1=O (stereo unspecified),3,-2
-8,4,10,0,0,-6,-2.6,CSc1ccc2[nH]c(=O)cc(C)c2c1,14,1
0,5,3,2,-2,4,-0.9,O=C(Nc1nnc(SCCN2CCOCC2)s1)C1CC(=O)N(c2ccccc2)C1 (stereo unspecified),6,3
2,1,3,1,-4,-4,2.7,CC(C)(C)OC(=O)N1CCC(C(=O)N[C@@H](Cc2c[nH]c3ccccc23)C(=O)O)CC1,-1,1
-4,-2,-8,5,-3,2,-1.1,CC(C)(C)C(=O)COC(=O)c1cc(-c2ccncc2)nc2ccccc12,-6,-1
0,5,7,1,-2,-1,0.3,COC(=O)CSc1nsc(SCC(=O)OC)c1C#N,-8,-2
-2,6,8,0,-2,1,-1.5,COc1ccccc1CN1CC(C(=O)NCc2cc(C)on2)CCC1=O (stereo unspecified),5,5
1,4,40,1,-4,19,-1.1,Cc1cc(S(=O)(=O)Nc2c(C)nc3nc[nH]n3c2=O)ccc1F,1,-5
-18,8,-11,6,-1,11,2.7,O=C(N/N=C/c1cccnc1)c1cccc(NC(=O)c2ccc(Cl)cc2)c1,-6,-1
-6,0,7,6,1,4,0.3,CC(=O)c1c(C)[nH]c(C(=O)OCc2ccccc2)c1C,-7,-10
-4,-3,1,1,0,-6,-0.2,Cc1ccc(CNC(=O)C2CCCN2C(=O)Nc2ccc(C)cc2)cc1 (stereo unspecified),2,10
